# XIAP displacement: small molecules displacing peptide from XIAP – biochemical, IAP family, fluorescence polarization (AID 1018); XIAP BIR domain, fluorescence polarization peptide displacement; higher % means a stronger effect; displacement, % at 20 µM; hits with a dose series show IC50 in µM; 0.007% of 200,000 active; in the data active means displacement above about 50%; further: a part of the inactive calls stands beside numbers as strong as those of hits
# TNAP activation fold: stimulation of alkaline phosphatase TNAP activity – biochemical, luminescent, no phosphate acceptor, uHTS, primary screen (AID 1001). purified TNAP, luminescent activation assay, no phosphate acceptor; higher activation fold means a stronger effect. activation fold at 20 µM, or EC50 in µM where a hit was titrated. 0.03% of 200,000 active; in the data active means activation fold from about 3, or a potency from the dose series; inactive means the rest, 99 in 100 with activation fold below about 1.6; further: many of its hits are not listed in these tables
# human PMI inhibitors: human PMI inhibitors, high substrate, primary screen, biochemical, fluorescence intensity, high mannose 6-phosphate (AID 1220) | recombinant PMI enzyme, coupled fluorescence intensity; higher % means a stronger effect | inhibition, % at 20 µM, or IC50 in µM where a hit was titrated | 0.66% of 190,000 active
# PMI inhibitors: inhibitors of human PMI, primary screen, biochemical, fluorescence intensity, coupled assay (AID 1209); purified PMI enzyme, coupled fluorescence intensity; higher % means a stronger effect; inhibition, % at 20 µM, or IC50 in µM where a hit was titrated; 0.42% of 190,000 active;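 further: plate controls were DMSO vehicle for no effect and wells lacking substrate for full effect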
# KOR beta-arrestin-1: kappa opioid receptor blockers – cell-based, luminescence, uHTS (AID 1778); KOR beta-arrestin recruitment, luminescence, antagonist mode; higher % means a stronger effect; inhibition, % at 10 µM, or IC50 in µM where a hit was titrated; 0.091% of 290,000 active; further: strong numbers were not always called active
# KOR beta-arrestin-2: kappa opioid receptor activators – cell-based, luminescence, uHTS, primary screen (AID 1777) | KOR beta-arrestin recruitment, luminescence; higher % means a stronger effect | one-dose activation, % at 10 µM; EC50 in µM for titrated hits | 0.02% of 280,000 active; in the data active means activation above about 50%, passing the limit was not always enough; further: a part of the inactive calls stands beside numbers as strong as those of hits
# LYP phosphatase: PTPN22 lymphoid phosphatase activity blockers – biochemical, fluorescence intensity, uHTS (AID 1779). recombinant LYP phosphatase, fluorescence intensity; higher % means a stronger effect. inhibition, % at 11.5 µM, or IC50 in µM where a hit was titrated. 0.054% of 290,000 active;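 further: plate controls were vehicle with enzyme for no effect and no enzyme for full effect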
# HEK293 NOD2/NF-kB: inhibition of NOD2-driven NF-kB reporter – cell-based, luminescence, uHTS, HEK293 (AID 1566). inhibition, % at 4 µM; hits with a dose series show EC50 in µM. 0.63% of 290,000 active. HEK293 NOD2/NF-kB luciferase reporter, luminescence; higher % means a stronger effect; further: many of its hits are not listed in these tables
# NOD1 inhibition: NOD1 signaling inhibitors, primary screen, cell-based, luminescence, uHTS (AID 1578); NOD1-driven NF-kB luciferase reporter cells, luminescence; higher % means a stronger effect; inhibition, % at 4 µM, or EC50 in µM where a hit was titrated; 1% of 290,000 active; in the data active means inhibition mostly above about 36%, no sharp cut-off; inactive means mostly below about 34%;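 further: HEK-293T reporter cells stimulated with the NOD1 agonist gamma-tri-DAP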
# * = called active by the depositor; x = not tested or not shown; [ ] = another dose, or the depositor's remark. Unless noted, no stated cut-off is given here; in the data, active means inhibition above about 50%; inactive means the rest. These rows are one share of the data, so the mix of outcomes need not match the whole.
SMILES,XIAP displacement,TNAP activation fold,human PMI inhibitors,PMI inhibitors,KOR beta-arrestin-1,KOR beta-arrestin-2,LYP phosphatase,HEK293 NOD2/NF-kB,NOD1 inhibition
CCn1cc(S(=O)(=O)c2ccc(OC)cc2)c(=O)c2cc(F)c(N3CCN(C)CC3)cc21,x,x,x,x,2%,19%,-14%,3%,32%
Cc1nc(C(=O)NCc2ccccc2)sc1C1(C)CC(c2ccccc2)=NO1 (configuration not stated),x,x,x,x,42%,-1.5%,-1%,-25%,-7%
COc1ccc(CNc2cc(C)ccn2)c(O)c1,x,x,x,x,18%,-5.6%,-6%,-15%,-6%
CC1S/C(=C(\C#N)C(=O)NCc2ccco2)N(Cc2ccco2)C1=O (configuration not stated),-6.6%,1.1,1%,-7%,11%,-5.8%,-5%,-1%,2%
CCOC(=O)C1CCN(c2cc(=O)n(C3CCCCC3)c(=O)[nH]2)CC1,-3.5%,1.1,23%,12%,7%,-1.3%,-11%,2%,-26%
CCOC(=O)N1CCN(C(=O)c2cn(CC)c3ccc(S(=O)(=O)N4CCC(C)CC4)cc3c2=O)CC1,-7.6%,1,-10%,-15%,-18%,3.2%,-4%,8%,-15%
CCN(C(=O)CN1CCN(c2ccccc2)CC1)c1c(N)n(Cc2ccccc2)c(=O)[nH]c1=O,-4.6%,1.1,8%,5%,1%,-1.8%,-8%,-7%,-10%
CSCC[C@H](NC(=O)OC(C)(C)C)C(=O)N1CCC(C(=O)N[C@@H](C)C(=O)O)CC1,-1.9%,1.1,0%,-10%,-30%,-3.3%,-10%,3%,-5%
O=C(NC(Cc1ccccc1)C(=O)O)/C(=C\c1ccco1)NC(=O)c1ccccc1 (configuration not stated),-9.8%,0.8,-14%,-27%,-16%,-0.1%,-7%,25%,-8%
COc1ccc(CCNc2nc(-c3cccnc3)nc3ccccc23)cc1OC,x,x,x,x,-52%,0.5%,0%,17%,30%
Cn1ccnc1SCC(=O)N1CCN(S(=O)(=O)c2ccccc2)CC1,-4.0%,1.1,-9%,-7%,6%,-3.9%,-3%,16%,-32%
COc1ccc(S(=O)(=O)NCCc2cc3ccc(C)c(C)c3[nH]c2=O)cc1,x,x,x,x,41%,15%,-5%,15%,-24%
Cc1csc(NC(=O)c2ccc(C)c(S(=O)(=O)N3CCCCC3)c2)n1,-8.9%,1.1,11%,1%,11%,3.4%,0%,6%,-17%
O=C(N/N=C/c1cccnc1)c1ccccc1OCc1ccc(Cl)cc1,-4.4%,1.1,-7%,-8%,8%,-0.5%,4%,-2%,-12%
CCN(CC(=O)Nc1ccccc1OC)C(=O)c1cccc(-n2cccc2)c1,x,x,x,x,-9%,5.3%,-7%,6%,-18%
COc1ccccc1/C=C/C(=O)OCC(=O)Nc1cc(C(F)(F)F)ccc1N1CCOCC1,-18%,1.1,16%,19%,-19%,-4.6%,13%,1%,-14%
CC(=O)c1ccc(OC(=O)C2CC(=O)N(c3cccc(C)c3)C2)cc1 (configuration not stated),-2.5%,1.1,17%,19%,12%,0.1%,-6%,3%,-5%
CCc1nonc1NC(=O)c1oc2ccc(Cl)cc2c1C,x,x,x,x,-37%,-2.7%,-8%,-22%,-32%
O/N=C/c1ccc(OCc2ccccc2)c(Br)c1,-2.9%,1,8%,15%,22%,-1.0%,-2%,-62%,-78%
CCc1cccc2c(C(=O)CN3C(=O)NC(C)(c4cccc5ccccc45)C3=O)c[nH]c12 (configuration not stated),-22%,1,19%,24%,-29%,5.0%,5%,-28%,-72%
Nc1nc(Nc2ccccc2F)sc1C(=O)c1ccccc1,x,x,x,x,23%,-1.8%,-4%,-157%,-17%
CC1=NN(c2ccccc2)C(=O)C1c1ccccc1 (configuration not stated),-5.2%,1.1,0%,-5%,x,0.0%,-4%,14%,-8%
O=C(CN1CCN(c2ccc(O)cc2)CC1)Nc1ccc2c(c1)OCCO2,0.6%,1.1,63%*,33%,-23%,1.3%,1%,5%,-22%
c1ccc(-c2nc3ccccn3c2NC2CCCC2)nc1,-1.9%,1.1,22%,0%,-12%[20 µM],x,3%,28%,-38%
CCc1ccc(/C(C)=N/NC(=O)c2ccccn2)cc1,-7.5%,1,-3%,-5%,-27%,4.2%,0%,-8%,-48%
Cc1ccc(C(=O)NC(NCc2ccccc2)C(Cl)(Cl)Cl)cc1 (configuration not stated),1.6%,1.1,-3%,-1%,22%,3.4%,-5%,-4%,5%
CSc1nnc2c3cc(C)ccc3n(Cc3ccccc3)c2n1,-2.0%,1.1,-2%,0%,21%,11%,-6%,-3%,-10%
Cc1ccccc1C1N(c2nccs2)C(=O)C2CCCN21 (configuration not stated),-4.0%,1.1,-5%,1%,1%,0.7%,0%,1%,-15%
Cc1ccc(NC(=O)N/C=C/c2ccco2)cc1,-12%,2,-77%,-41%,12%,-3.5%,1%,-14%,-19%
CN(CC(=O)Nc1ccc(F)c(F)c1F)C(=O)CN1C(=O)C2CCCCC2C1=O (configuration not stated),x,x,x,x,-7%,0.4%,-8%,-1%,-26%
Cc1ccc2[nH]c3c(N4CCOCC4)ncnc3c2c1,-5.9%,1.1,3%,7%,25%,-1.0%,-7%,14%,21%
CC(=O)c1cc(F)c(N2CCOCC2)cc1C,-5.7%,1.1,-6%,-3%,-18%,-0.2%,-5%,6%,16%
COc1cc2c(=O)n(CCC(=O)NCC3CCCO3)c(=O)n(CC(=O)Nc3ccc(C)cc3C)c2cc1OC (configuration not stated),x,x,x,x,9%,-2.9%,-8%,22%,3%
CCCCOc1ccc(C(O)(CCC)CCN2CCOCC2)cc1 (configuration not stated),-2.8%,1.1,-9%,-9%,-20%,-1.9%,-7%,13%,-24%
COc1cc(/C=C2/SC(=S)N(c3ccccc3)C2=O)ccc1Oc1nc(N2CCOCC2)nc(N2CCOCC2)n1,-5.9%,1,15%,17%,-11%,-2.5%,3%,26%,-19%
O=C(C1COc2ccccc2O1)N1CCN(Cc2ccc(Br)cc2F)CC1 (configuration not stated),x,x,x,x,2%,-3.6%,-11%,-7%,11%
Cc1ccc(C)c(SCC(=O)Nc2cc(C)nn2-c2ccc(F)cc2)c1,-0.1%,1.1,-8%,-4%,-12%,-4.2%,-5%,7%,-17%
O=C(NN=C(Cc1ccccc1)Cc1ccccc1)C1CC1,-1.2%,1.1,13%,8%,-5%,3.2%,0%,15%,-25%
Cc1nnc(N/N=C/c2ccc(-c3ccccc3F)o2)n1N,-2.4%,1.6,33%,-38%,-18%,1.8%,-1%,-20%,-24%
CCN(C(=O)COC(=O)/C=C/c1nc2ccccc2s1)C1CCS(=O)(=O)C1 (configuration not stated),-3.5%,1.1,-6%,-5%,-9%,-7.0%,-2%,19%,-5%
CC(C)C(=O)NN(C(=O)c1ccccc1)c1ccccc1,-1.1%,1.1,4%,-2%,-15%,-3.6%,-8%,4%,-8%
N#CC1=C(N)OC2=C(C(=O)CC(c3ccccc3)C2)C1c1cccnc1 (configuration not stated),-6.0%,1,-18%,-15%,-30%,3.9%,1%,4%,5%
Cc1ccc(NCC(=O)c2ccccc2)cc1Cl,-0.1%,1.1,12%,11%,20%,-3.3%,-8%,-16%,-35%
COc1ccc(N(C(=O)Cc2cccs2)C(C(=O)NC2CCCC2)c2ccncc2)cc1OC (configuration not stated),x,x,x,x,-35%,-1.2%,-7%,10%,-35%
CSCC[C@H](NC(=O)OC(C)(C)C)C(=O)N1CCC(C(=O)N[C@@H](Cc2c[nH]c3ccccc23)C(=O)O)CC1,x,x,x,x,-3%,0.9%,1%,2%,-11%
CC(C)N(C)Cc1nnnn1CC(=O)NCCc1cccc(C(F)(F)F)c1,x,x,x,x,-26%,2.2%,-9%,0%,10%
C=CCNC(=O)COC(=O)C1CCN(S(=O)(=O)c2ccc3c(c2)OCCO3)CC1,x,x,x,x,-14%,5.7%,-11%,-46%,22%
OC1CCCN(Cc2cn(Cc3ccccc3)nc2-c2cc3ccccc3o2)C1 (configuration not stated),-3.8%,1,15%,12%,-14%[20 µM],x,-9%,-9%,-34%
Nc1nonc1-n1nnc(C(=O)N/N=C/c2ccc3c(c2)OCO3)c1-c1ccccc1,x,x,x,x,3%,-5.6%,-1%,2%,-32%
CC(O)C(C(=O)OCc1ccc([N+](=O)[O-])cc1)N1C(=O)c2ccccc2C1=O (configuration not stated),-0.1%,1.1,8%,-2%,-19%,1.1%,10%,4%,-19%
CCC(C)NC(=O)Nc1ccc(F)c(Cl)c1 (configuration not stated),-2.6%,1,0%,-5%,-30%[20 µM],3.9%,2%,-26%,-36%
Cc1oc(-c2ccccc2Cl)nc1CS(=O)CC(=O)NCCCN1CC(C)CC(C)C1 (configuration not stated),x,x,x,x,-16%,-2.2%,-10%,0%,4%
O=[N+]([O-])c1cccc(/C=N/N2CCN(Cc3ccccc3)CC2)c1,-1.2%,1,0%,-5%,2%,4.5%,1%,-24%,-33%
CCc1ccc(NC(=O)N(CCCOC(C)C)C2CCN(C(C)=O)CC2)cc1,-6.8%,1.2,1%,7%,-27%,0.8%,-10%,8%,4%
Cc1[nH]c2c(ccc3cccnc32)c1C,x,x,x,x,-29%,x,-5%,-49%,-1%
COc1cc(/C=C2/C(=O)ON=C2C)cc(Cl)c1O,x,x,x,x,16%,-5.2%,-3%,6%,-1%
Cn1c(=O)c(/C=C/c2ccccc2)nc2ccccc21,-2.0%,1.1,-1%,4%,37%,-3.8%,2%,-124%,-30%
Oc1c(C(c2ccccc2)N2CCc3ccccc3C2)sc2ncnn12 (configuration not stated),-7.3%,0.8,-55%,-16%,16%,12%,2%,-11%,28%
COC(c1ccccc1)c1nnc(CCC(=O)NCCC(C)C)o1 (configuration not stated),-3.6%,1.1,-4%,2%,-20%[20 µM],x,-2%,0%,-22%

# Reformatted with values ahead of the structure: part of the list above
XIAP displacement | TNAP activation fold | human PMI inhibitors | PMI inhibitors | KOR beta-arrestin-1 | KOR beta-arrestin-2 | LYP phosphatase | HEK293 NOD2/NF-kB | NOD1 inhibition | structure
-1.1% | 1.1 | 4% | -2% | -15% | -3.6% | -8% | 4% | -8% | CC(C)C(=O)NN(C(=O)c1ccccc1)c1ccccc1
-6.0% | 1 | -18% | -15% | -30% | 3.9% | 1% | 4% | 5% | N#CC1=C(N)OC2=C(C(=O)CC(c3ccccc3)C2)C1c1cccnc1 (configuration not stated)
-0.1% | 1.1 | 12% | 11% | 20% | -3.3% | -8% | -16% | -35% | Cc1ccc(NCC(=O)c2ccccc2)cc1Cl
x | x | x | x | -35% | -1.2% | -7% | 10% | -35% | COc1ccc(N(C(=O)Cc2cccs2)C(C(=O)NC2CCCC2)c2ccncc2)cc1OC (configuration not stated)
x | x | x | x | -3% | 0.9% | 1% | 2% | -11% | CSCC[C@H](NC(=O)OC(C)(C)C)C(=O)N1CCC(C(=O)N[C@@H](Cc2c[nH]c3ccccc23)C(=O)O)CC1
x | x | x | x | -26% | 2.2% | -9% | 0% | 10% | CC(C)N(C)Cc1nnnn1CC(=O)NCCc1cccc(C(F)(F)F)c1
x | x | x | x | -14% | 5.7% | -11% | -46% | 22% | C=CCNC(=O)COC(=O)C1CCN(S(=O)(=O)c2ccc3c(c2)OCCO3)CC1
-3.8% | 1 | 15% | 12% | -14%[20 µM] | x | -9% | -9% | -34% | OC1CCCN(Cc2cn(Cc3ccccc3)nc2-c2cc3ccccc3o2)C1 (configuration not stated)
x | x | x | x | 3% | -5.6% | -1% | 2% | -32% | Nc1nonc1-n1nnc(C(=O)N/N=C/c2ccc3c(c2)OCO3)c1-c1ccccc1

# Screening data from PubChem BioAssay.
